Screening data from PubChem BioAssay.
S1P3 agonist – agonists of human S1P3 receptor | Q99500 | S1P3 NFAT-BLA reporter cells, agonism, FRET ratio; relative to 1 µM S1P, basal subtracted | activation, % at 4.5 µM | 60,000 compounds, 0.1% hits | AID 373;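 active = activation above the screen-wide mean plus 3 SD, cut at about 4.5% in these data, passing the limit was not always enough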; note: some compounds called inactive have numbers as strong as hits
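Material: Human S1P3 NFAT-BLA reporter CHO cells | Incubation: Overnight plating, 4 h compound 37 °C, 2 h substrate RT | Signal: FRET β-lactamase substrate fluorescence, excitation 405 nm, 460/535 nm emission ratio, background-subtracted | Compound: 4.5 µM final, single dose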
5HT1E ag – 5-HT1E (human) receptor agonism; 65,000 compounds, 0.69% hits; activation, % at 6 µM; P28566; CHO 5-HT1E Ga15 NFAT-bla reporter, FRET; 0% DMSO wells, 100% control agonist wells;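 active = activation above a set limit, the screen-wide mean activation plus 3 SD, cut at about 8.5% in these data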;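 note: 100% = positive control agonist at 1 µM giving full maximal response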
S1P1 ag pot – activates or potentiates agonism at human S1P1 receptor; P21453; S1P1 CRE-bla cells, forskolin, beta-lactamase FRET, potentiator mode; S1P1 agonist co-added at EC20, 2 nM; 100% = saturating reference agonist, 0% = basal; activation, % at 9.5 µM; 56,000 compounds, 0.57% hits; AID 449;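 active = activation above a cutoff set at the mean activation of all tested compounds plus 3 SD, cut at about 54% in these data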;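 note: forskolin at 4 µM as EC80 and the EC20 agonist is SEW2871; 100% = SEW2871 at its EC100 plus forskolin at EC80; some compounds past the cut are filed as inactive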
5HT1E antag – blocks the human 5-HT1E serotonin receptor; P28566; CHO 5-HT1E Ga15 NFAT-bla reporter, FRET, antagonist; inhibition, % at 6 µM; 65,000 compounds, 0.99% hits; AID 571;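 active = inhibition above a set limit, the mean inhibition across every tested compound plus 3 SD, cut at about 29% in these data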;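 note: signal is the 460 over 535 nm emission ratio of beta-lactamase substrate; 0% = agonist plus DMSO wells and 100% = wells without agonist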
5-HT1A blocker – blocks the human serotonin 5-HT1a receptor | P08908 | CHO 5-HT1a Ga15 NFAT-bla reporter, antagonist mode | inhibition, % at 10 µM | 62,000 compounds, 0.68% hits;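 active = inhibition above the mean of all tested compounds plus 3 SD, cut at about 43% in these data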;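 note: receptor stimulated by 5-CT agonist at 100 nM near EC80; beta-lactamase reporter measured by ratiometric fluorescence of a cleavable substrate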
AP complement – alternative pathway complement inhibition, orthogonal assay | inhibition, % at 5 µM | AID 1235 | Human serum alternative complement pathway, LPS-coated ELISA, C3 deposition; tested in compound mixtures | 62,000 compounds, 0.08% hits;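 active = inhibition above 30% in each of the two pooled mixtures holding the compound, so the lower value exceeds 30%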;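 note: 0% = serum in Mg-EGTA without compound and 100% = EDTA serum blank; some compounds past the cut are filed as inactive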
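Test system: human serum alternative complement pathway, C3 deposition on LPS-coated wells; also added: Plate-bound LPS; doses: 5 µM per compound in ten-compound mixtures; schedule: 1 h at 37 °C; detection: Anti-C3 ELISA, OD 450 nm; evaluation: percent inhibition of C3 deposition onto LPS; repeats: two pool placements per compound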
tolC growth inh – growth inhibitors of E. coli BW25113 tolC mutant | OD615 | growth inhibition, % at 10 µM (by protocol) | 65,000 compounds, 2.2% hits | AID 573;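 active = growth inhibition at or above a cutoff equal to the mean over every tested compound plus 3 SD, cut at about 60% in these data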;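 note: growth measured after 20 h incubation at 37 °C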
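test system = E. coli BW25113 ΔtolC::kan bacteria | medium = LB with kanamycin 50 µg/mL | signal = OD at 615 nm | schedule = 37 °C, 20 h exposure | evaluation = % inhibition of E. coli growth | compound dosing = one dose of 10 µM final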
RORa activator – activates the human nuclear receptor RORA | P35398 | CHO-K1 Gal4-RORA LBD luciferase reporter, luminescence; percent increase over mock-subtracted basal signal | activation, % at 10 µM | 65,000 compounds, 1.5% hits | AID 560;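 active = activation above the mean of all tested compounds plus 3 SD, cut at about 49% in these data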;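 note: 0% = DMSO-treated RORA cells and 100% = added signal equal to DMSO minus mock-transfected cells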
Target sequence (P35398 whole entry, looked up, the tested form may be a part): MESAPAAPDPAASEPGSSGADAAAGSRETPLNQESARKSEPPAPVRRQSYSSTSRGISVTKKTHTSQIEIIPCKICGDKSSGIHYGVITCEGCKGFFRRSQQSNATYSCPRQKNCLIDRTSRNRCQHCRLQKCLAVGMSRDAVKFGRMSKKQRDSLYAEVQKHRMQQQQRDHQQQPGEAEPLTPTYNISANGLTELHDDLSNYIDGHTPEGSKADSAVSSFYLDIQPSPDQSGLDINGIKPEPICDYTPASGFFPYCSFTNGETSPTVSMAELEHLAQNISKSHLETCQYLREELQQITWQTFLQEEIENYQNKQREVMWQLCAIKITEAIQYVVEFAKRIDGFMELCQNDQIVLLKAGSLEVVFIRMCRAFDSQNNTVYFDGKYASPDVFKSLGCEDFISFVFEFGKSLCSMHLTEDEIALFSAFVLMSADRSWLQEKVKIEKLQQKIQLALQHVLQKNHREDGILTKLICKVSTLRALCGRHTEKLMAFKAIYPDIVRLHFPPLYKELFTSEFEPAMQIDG
SF1 activator – activates the human nuclear receptor SF-1 | activation, % at 10 µM | CHO-K1 Gal4-SF-1 LBD luciferase reporter; % increase over DMSO SF-1-specific signal | Q13285 | 65,000 compounds, 1.9% hits;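 active = activation above the mean activation of all tested compounds plus 3 SD, cut at about 50% in these data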
Target sequence (Q13285 whole entry, looked up, the tested form may be a part): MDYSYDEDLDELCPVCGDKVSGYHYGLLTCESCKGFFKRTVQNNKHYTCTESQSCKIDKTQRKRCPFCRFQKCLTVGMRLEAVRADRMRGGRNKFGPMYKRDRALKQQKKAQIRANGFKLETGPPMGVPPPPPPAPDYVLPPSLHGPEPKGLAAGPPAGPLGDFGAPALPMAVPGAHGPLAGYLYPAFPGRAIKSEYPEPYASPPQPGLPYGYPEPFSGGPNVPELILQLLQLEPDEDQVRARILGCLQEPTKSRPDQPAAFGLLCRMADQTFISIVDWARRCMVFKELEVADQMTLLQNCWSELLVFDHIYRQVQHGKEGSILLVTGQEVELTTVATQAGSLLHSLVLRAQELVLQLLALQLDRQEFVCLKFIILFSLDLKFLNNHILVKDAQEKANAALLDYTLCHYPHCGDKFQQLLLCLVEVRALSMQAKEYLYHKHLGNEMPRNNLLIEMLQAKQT
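Test system: CHO-K1 cells co-transfected with Gal4 DBD–human SF-1 LBD, 5xGal4 luciferase reporter. Quantity: 4,000 cells per well. Compound: 10 µM only. Incubation: compound added 1 h post-seeding, 20 h exposure at 37 °C, 5% CO2. Detection: SteadyLite luciferase luminescence. Replication: one test per compound.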
Starred values were filed as active, the others as inactive; . = not tested or not shown. Compounds as they come. Share with any hit: about 7.1%.

Start of the listing, in advance:
compound	tolC growth inh	S1P3 agonist	S1P1 ag pot	5-HT1A blocker	AP complement	5HT1E antag	5HT1E ag	RORa activator	SF1 activator
O=C(O)c1cccc(S(=O)(=O)N2CCSCC2)c1	-3	-0.7	-2	-7	14	-1	-2.4	-3	-4
Cc1cc(=O)oc(C)c1C(=O)NCCCN1CCN(c2ccc(F)cc2)CC1	-17	.	.	20	6	-9	0.9	-10	-6
C=CCn1c(=O)c2c(nc3n2CCN3c2cccc(Cl)c2C)n(C)c1=O	1	1.1	-10	-12	-4	-8	1.3	12	-6
CCC(C)(C)NC(=O)C(c1ccc(F)cc1)N(Cc1ccco1)C(=O)c1cnccn1 (centres undefined)	0	-0.7	-6	15	-18	7	0.0	13	-16

The whole of this part, previewed entries included:
compound	tolC growth inh	S1P3 agonist	S1P1 ag pot	5-HT1A blocker	AP complement	5HT1E antag	5HT1E ag	RORa activator	SF1 activator
O=C(O)c1cccc(S(=O)(=O)N2CCSCC2)c1	-3	-0.7	-2	-7	14	-1	-2.4	-3	-4
Cc1cc(=O)oc(C)c1C(=O)NCCCN1CCN(c2ccc(F)cc2)CC1	-17	.	.	20	6	-9	0.9	-10	-6
C=CCn1c(=O)c2c(nc3n2CCN3c2cccc(Cl)c2C)n(C)c1=O	1	1.1	-10	-12	-4	-8	1.3	12	-6
CCC(C)(C)NC(=O)C(c1ccc(F)cc1)N(Cc1ccco1)C(=O)c1cnccn1 (centres undefined)	0	-0.7	-6	15	-18	7	0.0	13	-16
Cc1[nH]nc2c1C1(C(=O)N(Cc3ccc(Cl)cc3)c3ccccc31)C(C#N)=C(N)O2 (centres undefined)	50	0.0	126	-6	21	-5	2.4	-17	7
CCOc1ccccc1NC1c2ccccc2C(=O)N1c1ccc(C)cn1 (centres undefined)	13	-2.0	-24	-6	11	-5	0.4	63*	13
Cc1cc(NC(=O)CSc2ccc3nnc(-c4cccnc4)n3n2)no1	-3	-1.6	10	-10	6	-4	0.7	-3	2
Cc1nc2ccccc2c(=O)n1/N=C/c1ccc(O)cc1	3	-0.6	4	4	18	2	0.4	-2	12
N#Cc1cc2c(nc1SCc1cccnc1)CCCC2	57	-0.9	4	7	4	7	0.7	-6	-8
CCOC(=O)C(CO)(NC(C)=O)C(=O)OCC	-16	-0.1	-4	-10	16	-4	6.2	-18	7
COc1ccccc1NC(=O)C(C)N1CCN(C/C=C/c2ccccc2)CC1 (centres undefined)	26	0.2	4	6	2	7	-0.1	1	0
CCC1(C)COC2(OC1)C(=O)Nc1ccccc12 (centres undefined)	7	0.4	-9	-11	7	-6	0.2	-15	4
CCOC(=O)c1nnn(-c2nonc2N)c1CN(C)C1CCCCC1	-13	-1.2	-12	5	21	7	0.7	-13	-16
CCOC(=O)c1c(P(=O)(N2CCOCC2)N2CCOCC2)noc1N	-5	0.0	-12	-18	17	-7	0.5	4	-6
Cc1ccc2c(CNCc3ccco3)cc(=O)oc2c1	2	0.2	-20	0	-3	-3	0.4	12	23
CCOC(=O)c1c(C(F)(F)C(F)(F)C(F)(F)C(F)(F)F)n[nH]c1C	17	-4.6	-1	.	8	26	0.3	-5	-15
NS(=O)(=O)c1ccc(CCNC(=O)C2CCCN2C(=O)OCc2ccccc2)cc1 (centres undefined)	-10	5.4	-16	1	.	2	-0.1	-13	3
CCn1c(=O)cc(OCC(=O)NCCC(C)C)c2ccccc21	0	-0.6	-17	-2	19	-2	0.1	-20	9
Cc1c(C(=O)O)cnc2cc(-c3ccc(Cl)cc3)nn12	32	0.1	-16	4	6	-2	0.1	26	38
COC(=O)c1ccc(Cl)c(NC(C)=O)c1	-6	-1.0	-25	2	11	-5	-0.6	0	6
CC1Cc2nc(SCC(=O)N3CCOCC3)n(-c3ccccc3)c(=O)c2S1 (centres undefined)	-2	-0.4	-3	-4	10	-6	0.8	15	6
CCCOc1ccc(C(=O)N2CCCc3ccccc32)cc1	55	-0.7	-4	-3	-1	3	-0.4	-9	10
CC(C)C[C@H](N)c1nnc(S(=O)(=O)Cc2cccc(F)c2)o1	-1	-1.5	2	58*	-4	20	-0.5	26	-16
COc1ccc(C2CC(C(F)(F)F)n3ncc(C(=O)O)c3N2)cc1OC (centres undefined)	-8	-0.9	-6	4	11	-8	-1.3	7	-17
Cc1ccc(C(c2nnnn2C(C)(C)C)N2CCc3ccccc3C2)cc1 (centres undefined)	-16	-0.6	-9	-4	13	-4	0.6	0	-6
COC(=O)c1ccc(-c2sc3nc(N4CCOCC4)c4c(c3c2N)CCCC4)o1	4	1.1	-34	.	7	12	5.4	-6	-8
COC1(OC)N=C(N)C2(C#N)C(c3ccc4c(c3)OCO4)C12C#N (centres undefined)	5	-0.1	-11	0	7	10	0.5	-9	4
Cc1cc(C)n(-c2nc3nonc3nc2-n2nc(C)cc2C)n1	-14	0.2	-4	-10	4	5	-1.1	19	6
Cc1cc(C)n2c(SCCC(C)C)nnc2n1	5	.	.	-1	14	1	0.2	12	8
COc1ccc(NC(=O)CN2C(=O)CC(C)(C)S(=O)(=O)c3ccccc32)cc1	-3	-1.2	-3	5	-6	-1	-0.7	-1	-10
CC1CC(C)(C)NCc2ccccc21 (centres undefined)	-8	1.7	-24	-6	2	-5	-0.1	-2	-8
CSc1nnc2n(-c3ccccc3)c(=O)c3c4c(sc3n12)CCC4	-3	0.8	-44	-16	21	14	0.3	-2	-1
Cc1onc(-c2ccccc2Cl)c1C(=O)Nc1cc(=O)n(C)c(=O)n1C	-3	-0.4	-9	-1	.	6	-1.4	-14	15
CC(=O)Oc1ccc(-c2ccc(C(=O)O)cc2)cc1	3	-1.8	14	14	17	14	0.8	6	-4
COc1ccc(NC(=O)COc2ccccc2C#N)c(S(=O)(=O)N2CCCCC2)c1	11	0.3	-4	-5	-1	5	0.7	-6	2
COc1ccc(Cl)c(S(=O)(=O)N2CCCC2)c1	-2	0.0	20	4	13	25	-0.4	-3	8
CCCNC(=O)c1ccc(SC)cc1OC	-1	-1.0	-22	3	10	6	0.6	-4	-1
CC(C)OCCCNC(=O)c1ccncc1	-11	-0.9	11	20	23	7	-1.9	-13	-24
CN1CCN(C(=O)c2sc(=S)n(-c3ccccc3)c2N)CC1	3	-1.8	3	13	16	4	-0.6	-21	-12
COc1ccc(Cn2c(=O)[nH]c3cc(C(=O)NCc4ccc5c(c4)OCO5)ccc3c2=O)cc1	2	.	.	0	-2	2	-0.7	-12	-19
O=C(COC(=O)c1cccc(C(=O)OCC(=O)NC2CCCCC2)n1)NC1CCCCC1	-17	0.3	-5	-3	7	5	-0.8	3	-13
CCc1nc(-c2ccccc2O)n(-c2ccccc2)n1	9	-0.7	-14	-4	.	4	-0.1	8	-2
O=C(O)C1C2C=CC3(CN(Cc4ccco4)C(=O)C13)O2 (centres undefined)	-19	0.2	2	-11	11	-9	0.7	28	8
Cc1nnc(NC(=O)CSc2nc3c(c(=O)n2CCc2ccccc2)SC(C)C3)s1 (centres undefined)	-9	-0.9	-15	2	29	-8	0.3	-6	-18
CCOC(=O)c1cnc2cc3c(cn2c1=O)CCCC3	-13	0.3	0	-7	8	3	0.6	27	86*
COc1cccc(C2NC(CC(C)C)(C(=O)O)C3C(=O)N(Cc4ccccc4)C(=O)C23)c1O (centres undefined)	-26	-0.7	0	-12	6	0	-0.8	10	3
COc1cccc(C(=O)Nc2cnc(NC(=O)c3ccco3)cc2C)c1	-5	.	.	3	-1	-2	1.4	14	16
COc1ccc(N(C(C)C(=O)NCc2ccco2)S(C)(=O)=O)cc1 (centres undefined)	-22	-0.1	-10	-5	7	-3	-0.5	-24	-5
COc1ccc(CCNC(=O)CCN2C(=O)COc3ccccc32)cc1OC	-4	-0.3	-5	-6	3	0	-0.3	-15	4
CCOC(=O)C1CCCN(C(=O)COC(=O)c2cc(=O)c3ccccc3o2)C1 (centres undefined)	-12	.	.	-8	1	-10	0.8	-9	-2
Cc1cccc(C2CC(c3ccc(F)cc3)Nc3nc(N)nn32)c1 (centres undefined)	2	0.1	-1	-3	16	-6	0.4	3	-5
CCCCC(=O)NC1=NC(=O)C(C)(C)S1	-12	-0.4	-21	2	12	10	-0.7	14	4
CCOC(=O)c1sc2cccc(F)c2c1N	4	.	.	0	7	-6	0.6	3	-15
CC1CCCN(Cc2nc3c(c(=O)n(C)c(=O)n3C)n2CCCc2ccccc2)C1 (centres undefined)	50	-1.8	18	8	.	0	0.7	2	-14
Cc1ccc(N2CC(C(=O)Oc3cccc(N4C(=O)CCC4=O)c3)CC2=O)cc1 (centres undefined)	-15	-0.5	.	4	19	7	1.4	-8	-15
CCCCOc1ccc(NC(=O)c2cnc(C)cn2)cc1	4	.	.	4	2	-2	0.2	6	4
Cc1noc(C)c1S(=O)(=O)Nc1c(C)n(C)n(-c2ccccc2)c1=O	-1	.	.	-4	11	-2	-0.9	-3	-2
COc1ccc[nH]c1=O	-5	0.5	-4	.	.	-1	0.4	-13	6
O=C(CN1CCN(c2ccc(F)cc2)CC1)Nc1cccc(C(F)(F)F)c1	38	0.0	-13	0	-2	-1	0.3	19	-10
CN1C(=O)C2(C(C#N)=C(N)Oc3c2oc(CO)cc3=O)c2ccccc21 (centres undefined)	-23	-0.8	.	-2	-14	-8	-0.2	15	17

The list continues.
compound	tolC growth inh	S1P3 agonist	S1P1 ag pot	5-HT1A blocker	AP complement	5HT1E antag	5HT1E ag	RORa activator	SF1 activator
CCOC(=O)Nc1ccc2c(c1)ncn2C1CCCCC1	24	0.1	7	17	0	19	39*	24	9
CC(C)c1ccc(NC(=O)C(c2ccccc2)N2CCOCC2)cc1 (centres undefined)	9	-1.5	8	5	1	-1	0.8	1	14
CCOC(=O)c1c(O)c2c(n(Cc3ccco3)c1=O)CCCC2	10	.	.	1	14	-3	1.2	-13	-8
CCn1c(SCC(N)=O)nnc1-c1ccc(OC)c(OC)c1	-19	-0.8	-5	12	-3	5	-1.1	-22	-9
COc1ccccc1OCC(=O)N1CCNC1=O	-18	-0.9	-21	-3	6	0	0.8	-22	13
CCc1nnc(NC(=O)CSc2nccn2-c2cccc(C)c2)s1	7	-0.2	-6	-11	16	-17	1.4	-18	-2
